Screens as filed in PubChem BioAssay.
Pol kappa inh: qHTS for Inhibitors of Polymerase Kappa; DNA polymerase kappa (Homo sapiens), Q9UBT6; Potency, µM (series often up to 107 µM), for inactives: top-dose activity, negative = inhibition, actives largely listed as inhibitors; hit rate 0.53% among 400,000; purified Pol kappa, fluorescent DNA synthesis assay, 10 min; AID 588579, 2011; further: potency means the concentration at half of the fitted maximal effect; on the % scale 0 is the no-effect control and ±100 the full control effect
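Enzyme at 10 nM met test compounds for 15 min at room temperature. Substrate addition (50 nM final) began the reaction, which was monitored by fluorescence at 0 and 10 min.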
TRHR ag: qHTS for Small Molecule Agonists and Allosteric Enhancers of Human TRH Receptor: Primary Screen for Agonists; TRHR cells, calcium flux fluo-8, FDSS agonist mode; activation, % at 2 µM; hit rate 0.18% among 360,000; AID 493084, 2011; in the data active means activation above about 30%; further: 0% is about no effect
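In this calcium-flux screen, cells bearing human TRHR are dye-loaded with fluo-8, baselined for 10 cycles, then exposed to library compounds; positive kinetic calcium responses during the agonist phase mark hits, with TRH as control.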
Pol iota inh: qHTS for Inhibitors of Polymerase Iota; DNA polymerase iota (Homo sapiens), Q9UNA4; Pol iota fluorescent replication assay, 10 min; Potency, µM (top dose mostly 115 µM), for the others: at the highest dose activity, negative = inhibition, most hits filed as inhibitors; hit rate 1% among 390,000; AID 588590, 2011; further: potency means the concentration at half of the fitted maximal effect
Target sequence (Q9UNA4 whole entry, looked up): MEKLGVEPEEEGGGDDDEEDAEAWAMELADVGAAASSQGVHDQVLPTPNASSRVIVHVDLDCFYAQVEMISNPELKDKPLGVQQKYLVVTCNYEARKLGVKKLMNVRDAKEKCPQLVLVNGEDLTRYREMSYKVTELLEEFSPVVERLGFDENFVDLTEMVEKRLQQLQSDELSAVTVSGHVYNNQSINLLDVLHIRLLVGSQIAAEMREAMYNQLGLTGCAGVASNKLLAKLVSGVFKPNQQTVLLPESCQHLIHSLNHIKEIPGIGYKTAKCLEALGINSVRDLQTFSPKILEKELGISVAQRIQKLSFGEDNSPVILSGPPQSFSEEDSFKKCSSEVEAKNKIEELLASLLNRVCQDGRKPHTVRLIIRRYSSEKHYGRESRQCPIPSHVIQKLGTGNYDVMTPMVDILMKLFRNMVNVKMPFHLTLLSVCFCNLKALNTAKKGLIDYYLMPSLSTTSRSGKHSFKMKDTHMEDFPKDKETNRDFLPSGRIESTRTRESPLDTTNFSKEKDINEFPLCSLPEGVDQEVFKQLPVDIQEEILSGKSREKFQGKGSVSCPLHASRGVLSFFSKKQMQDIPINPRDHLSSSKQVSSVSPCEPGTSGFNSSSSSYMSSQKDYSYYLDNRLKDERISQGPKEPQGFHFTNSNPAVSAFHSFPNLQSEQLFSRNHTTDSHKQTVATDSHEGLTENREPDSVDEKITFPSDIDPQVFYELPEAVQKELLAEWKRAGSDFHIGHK
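Pol iota at 10 nM preincubated 15 min with compounds at room temperature; reaction started with fluorescent substrate, 50 nM final. Fluorescence read kinetically at 0 and 10 min; buffer-only wells as negative control.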
Apoferritin bind: qHTS Assay for Identification of Novel General Anesthetics | Ferritin light chain (Equus caballus), P02791 | apoferritin/1-aminoanthracene competitive binding, fluorescence | Potency, µM (doses to about 77.5 µM), without a hit: at the highest dose activity change, negative = displacement, actives largely listed as inhibitors | hit rate 0.074% among 350,000 | AID 485281, 2010; further: potency means the concentration at half of the fitted maximal effect; on the % scale 0 is the no-effect control and ±100 the full control effect; nearly all actives have a fitted effect of over 20% in size
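Apoferritin-based anesthetic binding model; compound displacement of fluorescent 1-AMA measured as endpoint fluorescence after 10 minutes at room temperature, scaled to free-ligand and complex controls.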
POLB inh: qHTS Assay for Inhibitors of DNA Polymerase Beta; Pol beta primer extension/strand displacement, fluorescence kinetic; Potency, µM (top dose mostly 114 µM), for the others: top-dose activity change, negative = inhibition, hits mostly inhibitors; AID 485314, 2010; hit rate 1.3% among 340,000; P06746; further: potency means the concentration at half of the fitted maximal effect; on the % scale 0 is the no-effect control and ±100 the full control effect
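Pol beta (10 nM) and compounds were preincubated 15 min at room temperature, then 50 nM substrate (final) started primer extension/strand displacement. Reads were taken at 0 and 10 min; concentration-response data were fitted to a four-parameter Hill equation.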
ERG-DNA inh: qHTS for Small Molecule Inhibitors of the ERG Ets/DNA interaction. Transcriptional regulator ERG (Homo sapiens), P11308. fluorescence polarization, His-ERG Ets domain / labelled DNA. Potency, µM (titrated, usually from 76.9 µM), for the others: at the highest dose FP activity, negative = inhibition, most hits filed as inhibitors. hit rate 0.028% among 370,000. AID 624246, 2012; active means well fitted inhibition curve with a large enough effect in the polarisation, with a control signal flat; inconclusive means small, poorly fitted or top-dose-only effect, or effect the other way, or a change in a side signal; inactive means no such curve, though single readings can be large or run the other way; the % refers to the polarisation;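 further: polarization taken with two DNA probes labelled with fluorescein and Texas red; potency means the concentration at half of the fitted maximal effect; % of control where 0% means no effect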
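His-tagged ERG Ets domain (1 uM in the protein solution; 300mM KCl, 50mM Tris-HCl, 1mM EDTA, 1mM DTT, pH 7.5) received compound, then a probe mix of 5 nM fluorescein-DNA and 100nM Texas-615-DNA. Fluorescence polarization was read for both dyes.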
BLM helicase inh: qHTS Assay for Inhibitors of Bloom's syndrome helicase (BLM); recombinant BLM DNA unwinding, fluorescence dequenching; hit rate 0.2% among 350,000; AID 2528, 2010; Potency, µM (titrated, usually from 56.1 µM), for inactives: at the top dose activity change, negative = inhibition, most hits filed as inhibitors;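 further: potency means the concentration at half of the fitted maximal effect; plate controls were vehicle for no effect and no enzyme for full effect; nearly all actives have a fitted effect of over 35% in size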
12-LOX inh: Primary qHTS assay for inhibitors of human arachidonate 12S-lipoxygenase (ALOX12): Round 2; Potency, µM (titrated, usually from 108 µM), without a hit: at the highest dose activity change, negative = inhibition, usual class: inhibitors; hit rate 1.1% among 580,000; purified 12hLO, xylenol orange hydroperoxide absorbance; AID 1671190, 2021; further: potency means the concentration at half of the fitted maximal effect; on the % scale 0 is the no-effect control and ±100 the full control effect
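Purified human 12hLO at 150 nM in 25 mM Hepes, 0.01% Triton X-100, pH 7.0, preincubated 15 min at room temperature with compound. Reaction started with 40 uM arachidonic acid, 30 min at room temperature. Hydroperoxide measured by Fe-xylenol orange, 573/405 nm absorbance ratio.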
APEX1 inh: qHTS Assay for Inhibitors of the Human Apurinic/apyrimidinic Endonuclease 1 (APE1); recombinant APE1, TAMRA/BHQ-2 abasic DNA cleavage fluorescence; Potency, µM (top dose mostly 65.8 µM), for inactives: at the highest dose activity change, negative = inhibition, hits mostly inhibitors; DNA repair nuclease/redox regulator APEX1 (Homo sapiens), P27695; hit rate 0.35% among 350,000;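 further: potency means the concentration at half of the fitted maximal effect; plate controls were vehicle for no effect and reference inhibitor for full effect; nearly all actives have a fitted effect of over 55% in size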
Target sequence (P27695 whole entry, looked up): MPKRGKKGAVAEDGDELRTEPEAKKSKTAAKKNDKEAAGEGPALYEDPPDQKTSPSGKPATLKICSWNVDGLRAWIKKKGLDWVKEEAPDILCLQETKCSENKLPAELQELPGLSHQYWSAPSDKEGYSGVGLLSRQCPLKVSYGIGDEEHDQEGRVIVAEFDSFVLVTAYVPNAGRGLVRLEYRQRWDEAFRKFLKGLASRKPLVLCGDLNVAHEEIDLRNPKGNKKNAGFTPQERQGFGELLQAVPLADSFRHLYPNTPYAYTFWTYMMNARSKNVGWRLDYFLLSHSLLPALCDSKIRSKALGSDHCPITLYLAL
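Compound pre-exposure to 0.75 nM APE1, 15 min at ambient temperature. Reaction initiated with 50 nM TAMRA/BHQ-2 THF substrate, read immediately in kinetic mode, 525 nm excitation, 598 nm emission.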
The depositor's hits bear a star; u = inconclusive; x = not tested or not shown; [ ] = remark or other dose. Unless noted, the call rests on the fitted dose curve; in most records, active means well fitted curve in the direction sought with a large enough effect; inconclusive means small, poorly fitted or top-dose-only effect, or another doubt; inactive means no such curve, though single readings can be large; an effect the other way counts as inactive or inconclusive.

Pol kappa inh | TRHR ag | Pol iota inh | Apoferritin bind | POLB inh | ERG-DNA inh | BLM helicase inh | 12-LOX inh | APEX1 inh | SMILES
14% | 3.2 | -3% | -10% | 9% | 9% | -6% | 21% | 16% | CCCCOc1ccc(C(=O)Nc2ccc(CN3CCOCC3)cc2)cc1
-11% | 0.4 | 92%[activator] | u | 1% | 11% | -5% | -8% | -1% | Cc1cccc(N2Cc3ccccc3C2=NC(=O)c2ccc(Cl)nc2)c1
4% | -0.3 | 10% | 0% | 10% | 3% | 1% | 77%[activator] | 3% | CCC(C)(C)n1nnnc1C(c1ccncc1)N1CCC(C)CC1 (stereo not drawn)
13% | -0.5 | 15% | u | 39% | 4% | 1% | 4% | 1% | COc1cc(OC)cc(C(=O)N2CCN=C2SCc2cccnc2)c1
-3% | -0.2 | 26% | -16% | u | -6% | -4% | -8% | 12% | C/C(=C\C(=O)c1ccccc1)NNC(=O)c1ccc(Cl)cc1
-5% | 0.0 | -11% | -9% | -1% | -4% | -11% | -1% | -1% | CN(CC(=O)Nc1cccc(S(=O)(=O)NC2=NCCCCC2)c1)Cc1ccc(C(C)(C)C)cc1
-13% | 0.2 | 17% | 2% | 0% | 0% | -7% | -7% | 4% | CN(C)CCNC(=O)C(=O)NCC1OCCN1S(=O)(=O)c1ccc([N+](=O)[O-])cc1 (stereo not drawn)
-10% | -0.5 | 22% | -21% | 4% | -1% | -14% | 20% | u | O=C(Nc1nc(-c2ccccc2)cs1)c1cccs1
-5%[60.1 µM] | 0.6 | 14% | 4% | -13% | 0% | -7% | -19% | x | Cc1c(C(=O)Nc2cccc(Cl)c2)oc2ccc(S(=O)(=O)N3CCCCCC3)cc12
-5% | -1.4 | 23% | -2% | 4% | -7% | -5% | -1% | u | CCC(C)NC(=O)CN(c1ccc(Cl)c(Cl)c1)S(C)(=O)=O (stereo not drawn)
-2% | -0.8 | 37%[activator] | -8% | 30% | -4% | -1% | 0% | -7% | CCn1cc(CCC(=O)NC2CCCC2)c2ccccc21
7% | 0.2 | 19% | -3% | 6% | -5% | 1% | 15% | 42% | Cc1ccc(CNC(=O)C2CCN(S(=O)(=O)N3CCCC3)CC2)cc1
-6% | 0.6 | 89%[activator] | -11% | -4% | 9% | -17% | -3% | -3% | CCOC(=O)c1c(NC(=O)c2ccn(CC)n2)sc2c1CCCC2
-4% | x | -7% | 94%[activator] | x | x | -4% | x | 9% | CCCCCC/C=C/c1ccc(C2C3C=CCC(C)C3C(=O)N2Cc2ccccc2)c(F)c1 (stereo not drawn)
-5% | 48* | -20% | -5% | 0% | x | -14% | u | -4% | CN1CCC/C1=C/C=C1\SC(=S)NC1=O
3% | 0.6 | -10% | u | 10% | -22% | -5% | -17% | x | COc1ccc(Cl)cc1NC(=O)c1sc2nc3c(cc2c1N)CN(C)CC3
-2% | 0.1 | -28% | -9% | 3% | 5% | -9% | -15% | x | CCOc1ccc(NC(=O)c2cc3c(n(-c4ccc(OC)cc4)c2=O)CC(C)(C)CC3=O)cc1
-5%[60.1 µM] | -0.1 | 13% | -23% | -26% | -2% | -7% | u | x | COc1ccc(NC(=O)c2c(NCc3ccc(OC)c(OC)c3OC)sc3c2CCC3)c(OC)c1
-7% | 1.0 | 106%[activator] | -13% | 1% | -8% | 1% | 0% | -4% | CC(C)Oc1ccc2c(c1)OC(c1ccccc1)(C(F)(F)F)NC2=O (stereo not drawn)
-24% | 0.4 | u | -18% | 10% | 8% | -5% | 0% | 10% | COc1ccc(S(=O)(=O)n2nc(OC(=O)c3ccccc3)cc2N)cc1
-8%[60.1 µM] | 0.0 | 21% | 8% | 6% | -3% | 1% | 4% | x | COc1ccc(-c2c(C)c3cc(OC(=O)N4CCOCC4)ccc3oc2=O)cc1OC
-26% | x | -19% | x | x | -17% | x | u | 0% | O=C(NCc1cc(C(F)(F)F)ccc1Cl)c1cccc2c1C(=O)c1ccc(N3CCCCC3)cc1S2(=O)=O
1% | x | -2% | x | x | -6% | x | -20% | 24% | COc1cc(C(=O)NC(=S)N2CCN(C)CC2)cc(OC)c1OC
9% | 0.2 | 19% | -9% | 3% | -11% | -2% | x | 11% | NS(=O)(=O)c1ccc(NC(=S)NNC(=O)CCC(=O)Nc2ccccc2Cl)cc1
-17% | 1.1 | -16% | -9% | 51% | -7% | 0% | -11% | 14% | CSc1nc(-c2ccccc2)cc(C(F)(F)F)c1C#N
-7% | -0.9 | 5% | -3% | u | 0% | -4% | 0% | -5% | Cc1ccc(OCc2nnc(SCC(=O)NCc3ccccc3)n2C)cc1
5% | 1.0 | -3% | -16% | 23% | -2% | 1% | 0% | -3% | CN(Cc1ccc(O)cc1)C1CCCCC1
-3% | 0.2 | 17% | -8% | 18% | -8% | 0% | 5% | -1% | CC(=O)Nc1ccc(NC(=O)c2cccc(C(=O)OC(C)C)n2)cc1
3% | -0.8 | 24% | -8% | 3% | 4% | 1% | 1% | -6% | CCOC(=O)C1=C(C)N(C)C(=O)NC1c1c(C)nn(-c2ccccc2)c1C (stereo not drawn)
-13% | -0.6 | u | -10% | 4% | 1% | -1% | 14% | -1% | COc1cc(/C=C2\C(=N)N3N=C(C)SC3=NC2=O)cc(OC)c1OCCOc1ccccc1C

Profiles, looked up by structure:
Profile of `O=C(NCc1cc(C(F)(F)F)ccc1Cl)c1cccc2c1C(=O)c1ccc(N3CCCCC3)cc1S2(=O)=O` → Pol kappa inh = -26%; TRHR ag = x; Pol iota inh = -19%; Apoferritin bind = x; POLB inh = x; ERG-DNA inh = -17%; BLM helicase inh = x; 12-LOX inh = u; APEX1 inh = 0%
Profile of `C/C(=C\C(=O)c1ccccc1)NNC(=O)c1ccc(Cl)cc1` → Pol kappa inh = -3%; TRHR ag = -0.2; Pol iota inh = 26%; Apoferritin bind = -16%; POLB inh = u; ERG-DNA inh = -6%; BLM helicase inh = -4%; 12-LOX inh = -8%; APEX1 inh = 12%

Some of the entries so far, bar-delimited:
SMILES | Pol kappa inh | TRHR ag | Pol iota inh | Apoferritin bind | POLB inh | ERG-DNA inh | BLM helicase inh | 12-LOX inh | APEX1 inh
COc1cc(C(=O)NC(=S)N2CCN(C)CC2)cc(OC)c1OC | 1% | x | -2% | x | x | -6% | x | -20% | 24%
CCC(C)(C)n1nnnc1C(c1ccncc1)N1CCC(C)CC1 (stereo not drawn) | 4% | -0.3 | 10% | 0% | 10% | 3% | 1% | 77%[activator] | 3%

TRHR ag: entries above that show a hit
Pol kappa inh | TRHR ag | Pol iota inh | Apoferritin bind | POLB inh | ERG-DNA inh | BLM helicase inh | 12-LOX inh | APEX1 inh | SMILES
-5% | 48* | -20% | -5% | 0% | x | -14% | u | -4% | CN1CCC/C1=C/C=C1\SC(=S)NC1=O

The list goes on.
Pol kappa inh | TRHR ag | Pol iota inh | Apoferritin bind | POLB inh | ERG-DNA inh | BLM helicase inh | 12-LOX inh | APEX1 inh | SMILES
1% | -0.2 | -11% | -16% | -1% | -12% | 1% | 19% | 15% | COc1cccc(C(NC(C)=O)c2ccc3cccnc3c2O)c1 (stereo not drawn)
7% | 0.4 | -20% | -2% | -2% | -4% | -1% | 2% | -4% | Cc1cc2nccc(-c3ccncc3)n2n1
1% | -0.1 | -3% | -13% | -18% | 1% | -5% | 0% | -4% | Cc1ccc(S(=O)(=O)N2c3cc(C)ccc3OCC2C(C)(C)C)cc1 (stereo not drawn)
-16% | -1.1 | 32%[activator] | u | 2% | -1% | 3% | u | -1% | Cn1c(C(=O)c2ccccc2[N+](=O)[O-])nc2ccccc21
4%[60.1 µM] | x | x | x | x | x | 2% | 5%[57.4 µM] | -8% | O=C(c1ccco1)N1CCC2(CC1)CN(c1ncccn1)C2
10% | -1.1 | -10% | u | -10% | -7% | -8% | 3% | -6% | CCCCN(C)C(=S)Nc1ccsc1C(=O)OC
-1% | -0.3 | 37%[activator] | -6% | 19% | -15% | 3% | 1% | 2% | CCc1ccccc1NC(=O)NC1CC2CCC(C1)N2Cc1ccco1 (stereo not drawn)
-2% | 0.3 | -8% | -5% | 33% | -5% | 3% | 8% | x | O=C(CCNS(=O)(=O)c1ccc2c(c1)CCCC(=O)N2)NCc1ccccc1Cl
2% | 0.7 | -15% | 7% | 43% | -3% | -1% | u | 8% | COc1cc(OC)c(OC)cc1CNCCNC(=O)c1ccco1
7% | 0.6 | -24% | -10% | 20% | -5% | -1% | 2% | -1% | COc1ccc(C(=O)Oc2c(OC)cc(C(=S)N3CCOCC3)cc2OC)cc1
-15% | 0.1 | 4% | x | x | -3% | x | -24% | -5% | CCOc1ccccc1OCCC(=O)OCC(=O)Nc1c(C)cc(C)cc1C
-9% | 0.3 | u | -9% | 8% | -5% | 1% | 0% | -6% | Cc1oc(CSCC2CCCO2)cc1C(=O)O (stereo not drawn)
-11% | -0.2 | 16% | -10% | -11% | -18% | 4% | 16% | 33% | COc1ccc(C(=O)NC2CC2)cc1OC1CCN(Cc2ccccc2O)CC1
-11% | -0.7 | u | -2% | -1% | 9% | -6% | -7% | 68%[activator] | CCn1c(SCC(=O)Nc2cc(C)on2)nnc1-c1ccc(C)cc1
-10% | -0.6 | 8% | -20% | 2% | -7% | 1% | 0% | -6% | COc1ccc(-c2nn(C)c(=O)c3ccccc23)cc1NS(C)(=O)=O
-9% | -0.4 | 11% | u | 31% | -11% | -8% | -13% | 3% | Nc1nnc(SCCOc2cccc(Br)c2)s1

The list is partial; rates above refer to the full screens.
